From PubChem BioAssay
BaF3 tox – parental Ba/F3 cell viability inhibition, counter-screen for JAK2V617F inhibitor project, murine pro-B, CellTiter-Glo luminescence; CellTiter-Glo ATP luminescence; inhibition, % at 5.6 µM; 1.1% of 220,000 active; AID 1486, 2009;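 active = inhibition above a per-campaign cutoff, the mean inhibition of all tested compounds plus 3 SD, cut at about 27% in these data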;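 note: 0% = DMSO wells and 100% = JAK Inhibitor I control wells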
RBBP9 inh – human RBBP9 inhibitors, primary screen, biochemical, fluorescence polarization, FP-Rh probe, HTS. Serine hydrolase RBBP9 (Homo sapiens), O75884. recombinant RBBP9. inhibition, % at 7.94 µM. 0.2% of 220,000 active. AID 1515, 2009;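 active = inhibition above the campaign mean of all tested compounds plus 3 SD, cut at about 14% in these data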;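 note: plate controls were DMSO wells with RBBP9 for no effect and wells lacking RBBP9 protein for full effect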
Target sequence (O75884 whole entry, looked up): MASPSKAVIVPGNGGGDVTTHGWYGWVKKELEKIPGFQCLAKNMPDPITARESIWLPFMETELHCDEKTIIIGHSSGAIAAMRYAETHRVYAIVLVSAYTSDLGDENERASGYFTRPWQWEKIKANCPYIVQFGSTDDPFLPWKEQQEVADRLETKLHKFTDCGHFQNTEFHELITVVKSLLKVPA
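Material: RBBP9 protein. Amount: RBBP9 at 2.5 µM in dispensed solution, before mixing. Schedule: 30 min then 45 min, 25 °C. Medium: Tris buffer pH 8.0, NaCl, Pluronic. Measured by: fluorescence polarization. Measure: percent inhibition from mP, scaled between DMSO and no-protein wells. Replication: one well per compound.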
TRPML3 ag – human TRPML3 channel agonists, primary screen, cell-based, HEK293 TRPML3-YFP, Fluo-8 calcium fluorescence, 3 µM; Mucolipin-3 (Homo sapiens), Q8TDD5; 100% = the carbachol control signal; activation, % at 3 µM; 0.29% of 220,000 active;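 active = activation above its plate's cutoff, the mean activation of the plate's test wells plus 3 SD, cut at about 12% in these data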;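 note: 0% = DMSO only wells and 100% = carbachol wells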
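Material: HEK293 cells stably carrying human TRPML3-YFP; compound dosing: single dose, 3 µM final nominal compound, 0.3% DMSO final; incubation: 1-h 37 °C dye load, 5-s basal, 120-s post-compound reads; technique: Fluo-8 intracellular calcium fluorescence, excitation 470-495 nm, emission 515-575 nm; read-out basis: percent activation from peak-to-basal fluorescence ratio, scaled between DMSO and carbachol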
TRPN1 ag – zebrafish TRPN1 channel agonists, primary screen, cell-based, HEK293, calcium fluorescence. transient receptor potential cation channel N1 (TRPN1/NompC), Danio rerio. HEK293 zebrafish TRPN1-YFP, Fluo-8 calcium fluorescence; 100% = response to 87 µM carbachol. activation, % at 3 µM. 0.18% of 220,000 active;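 active = activation above its plate's cutoff, the mean activation of test wells on that plate plus 3 SD, cut at about 19% in these data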;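 note: 0% = DMSO alone and 100% = 87 µM carbachol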
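Control set: carbachol 87 µM as high control, DMSO as low control; system: HEK293 stable line with zebrafish TRPN1-YFP; read-out: % activation versus carbachol response; detection: intracellular calcium fluorescence with Fluo-8; doses: single test compound dose, 3 µM nominal, 0.3% DMSO; schedule: dye 1 h 37 °C plus 30 min RT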
PPC-1+TRAIL kill – compounds killing PPC-1 cancer cells with TRAIL present, primary screen, TRAIL potentiator project, ATPLite luminescence, uHTS; PPC-1 cells + TRAIL, ATPLite viability luminescence; cell killing (% activity), % at 4 µM; 0.41% of 220,000 active; AID 1443, 2008;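 active = cell killing above 50% in the first pass at 4 µM, then a duplicate retest at 5 µM averaging 50% or more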;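 note: plate controls were cells with TRAIL plus DMSO for no effect and medium-only wells lacking cells for full effect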
CHOP inh – inhibitors of CHOP promoter induction, primary screen, cell-based, unfolded protein response, luciferase reporter | CHO-K1 CHOP-promoter luciferase, tunicamycin-induced, 15-18 h | inhibition, % at 10 µM | 3.8% of 220,000 active | AID 2732, 2010;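 active = compounds that reduced the stress-induced luciferase reporter signal by more than about 70% of percent inhibition, limit read from the data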;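 note: 0% = tunicamycin plus vehicle and 100% = wells without tunicamycin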
Wee1 stabilizer – Wee1 degradation inhibitors, primary screen, cell-based, HeLa, Wee1K328M-luciferase, luminescence; 1.2% of 220,000 active; HeLa Luc-Wee1K328M stability; 100% = proteasome inhibitor MG132 effect; Wee1-like protein kinase (Homo sapiens), P30291; reporter increase, % at 5 µM; AID 1321, 2008;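 active = activation above the mean of all tested compounds plus 3 SD, set per screening run, cut at about 8.8% in these data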;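 note: cells exposed to compound for 20 h before luminescence read; 0% = DMSO alone and 100% = MG132 at 30 µM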
Target sequence (P30291 whole entry K328M): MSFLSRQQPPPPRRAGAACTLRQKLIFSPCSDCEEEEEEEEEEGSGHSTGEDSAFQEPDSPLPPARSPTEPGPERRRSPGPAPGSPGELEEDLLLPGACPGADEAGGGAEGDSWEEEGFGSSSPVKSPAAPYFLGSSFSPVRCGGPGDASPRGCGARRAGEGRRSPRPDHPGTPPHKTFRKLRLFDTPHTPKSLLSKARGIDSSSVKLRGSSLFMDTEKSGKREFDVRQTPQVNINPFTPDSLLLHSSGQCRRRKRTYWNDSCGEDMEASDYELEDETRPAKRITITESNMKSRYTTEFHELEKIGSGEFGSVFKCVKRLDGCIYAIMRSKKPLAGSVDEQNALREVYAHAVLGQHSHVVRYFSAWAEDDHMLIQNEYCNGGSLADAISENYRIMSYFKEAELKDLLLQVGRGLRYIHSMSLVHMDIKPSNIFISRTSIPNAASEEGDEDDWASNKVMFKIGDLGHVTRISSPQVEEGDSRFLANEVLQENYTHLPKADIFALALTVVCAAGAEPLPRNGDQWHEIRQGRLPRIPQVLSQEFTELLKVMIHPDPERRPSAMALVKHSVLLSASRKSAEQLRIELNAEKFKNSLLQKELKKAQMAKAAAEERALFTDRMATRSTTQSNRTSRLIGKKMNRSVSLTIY
TNF death inh – inhibitors of TNF-alpha triggered necroptosis, primary screen, cell-based, Jurkat FADD-/-, single concentration; Jurkat FADD-/- TNF necroptosis rescue, ATP luminescence, 24 h; 0 = TNF only, 100 = no-TNF cells; activation (protection from cell death), % at 10 µM; 0.068% of 220,000 active;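 active = activation, meaning protection from cell death, of at least 50% relative to plate controls; inactive = activation below 50%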;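 note: necroptosis triggered by 40 ng/mL TNF-alpha added together with compound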
Ba/F3 V617F tox – reduced viability of JAK2V617F-dependent Ba/F3 cells, primary screen, JAK2V617F inhibitor project, cell-based, Ba/F3 EpoR-JAK2V617F, luminescence | inhibition, % at 5.6 µM | 1.1% of 220,000 active | ATP luminescence;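 active = inhibition above the campaign mean plus 3 SD over all tested compounds, cut at about 24% in these data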;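 note: cytokine-independent growth of Ba/F3 cells driven by EpoR plus mutant JAK2; 0% = DMSO-treated cells and 100% = JAK inhibitor I control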
Active calls of the source: *; x = no result given.

canonical_smiles | BaF3 tox | RBBP9 inh | TRPML3 ag | TRPN1 ag | PPC-1+TRAIL kill | CHOP inh | Wee1 stabilizer | TNF death inh | Ba/F3 V617F tox
C#CCNC(=O)C1=C[C@H](c2coc3ccccc3c2=O)C[C@H](OCCCCO)O1 | -1 | -4 | 0.0 | 0.0 | 22 | 14 | 0 | -1.6 | -4
CCCCN(C(=O)Nc1ccc(OCC)cc1)C1CCN(C(C)=O)CC1 | -1 | -4 | 0.0 | -0.1 | -7 | -1 | 1 | -0.6 | 4
CCOC(=O)c1sc(NC(=O)CSC(=S)N2CCN(C)CC2)nc1C | 1 | -2 | 0.7 | 0.9 | 9 | 17 | -4 | 1.9 | 6
NNC(=O)c1ccc(Cn2cc(Br)cn2)o1 | 4 | -11 | -0.4 | -1.9 | -3 | 7 | 6 | 1.8 | 3
Cc1ccccc1NC(=S)NC(C)C(c1cccs1)N1CCOCC1 (stereo not given) | 0 | -4 | -0.3 | -0.6 | 5 | -3 | -1 | 1.4 | -8
CCCc1nn(-c2cc(Cl)ccc2OC)c2c1C(=O)CC(C)(C)C2 | 3 | 0 | -2.0 | -2.6 | 14 | 60 | -2 | -3.1 | -2
COc1ccc(S(=O)(=O)N(CCCN2CCOCC2)Cc2ccc(OC)c(OC)c2)cc1 | 0 | -2 | 2.7 | -0.2 | -7 | 3 | -2 | 2.4 | 2
CCCC1(c2ccccc2)NC(=O)N(CC(=O)Nc2sc(-c3ccccc3)cc2C(=O)OCC)C1=O (stereo not given) | 7 | -4 | 1.4 | 0.0 | 18 | 85* | 1 | -0.7 | 2
Clc1ccccc1Cc1noc(CN2CCCCC2c2ccccn2)n1 (stereo not given) | 4 | -9 | -0.4 | -1.5 | 6 | -7 | 5 | 1.0 | -3
CCOc1cccc(OCCCCn2cnc3ccccc3c2=O)c1 | 10 | -11 | 0.1 | -1.1 | 4 | 20 | 3 | 1.1 | 0
CCCc1cc(=O)[nH]c(SCC(=O)N(CC)C2CCS(=O)(=O)C2)n1 (stereo not given) | 3 | -9 | 0.6 | -0.6 | -4 | -7 | 1 | 0.6 | -2
Cc1nnc(Sc2cc(C(=O)NC3CC3)c3ccccc3n2)s1 | 1 | -7 | 0.4 | 0.1 | 2 | 12 | 4 | 4.3 | -3
CCOC(=O)CN(C(=O)c1ccccc1)c1ccccc1C | 1 | -3 | 0.0 | 0.4 | 15 | 6 | 1 | -0.7 | -2
N#Cc1nc(-c2ccco2)oc1NCCc1ccccc1 | 7 | -3 | -0.9 | -1.0 | 3 | -36 | 5 | -0.6 | 5
CC12CCC(C[N+](C)(C)C1)C2(C)C (stereo not given) | 8 | -2 | 1.0 | -0.9 | x | 16 | 5 | -0.7 | 0
COc1ccc2c(c1)[nH]c1c(N3CCSCC3)ncnc12 | 4 | 1 | 2.6 | 3.9 | 13 | 32 | 1 | -10 | -2
Cc1cc(=O)[nH]c(SCC(=O)NCc2ccco2)n1 | -4 | -7 | 0.1 | 0.9 | -12 | 13 | -1 | -1.0 | 0
COc1ccc(C)cc1NC(=O)C(Sc1nnc(-c2cccs2)o1)c1ccccc1 (stereo not given) | -1 | -2 | 0.0 | -1.8 | 27 | 30 | 3 | 2.0 | -5
COc1ccc(CNc2cc(C)nc3ncnn23)c(OC)c1 | 31* | -3 | 3.4 | 6.9 | 4 | x | -2 | -11 | 6
COc1c(C)cc(C(=O)C2CCCN(C(=O)/C=C/c3ccccn3)C2)cc1C (stereo not given) | 5 | -5 | 1.6 | 1.4 | 7 | -5 | 5 | -0.2 | 9

Part of the list above in order of formula weight, rising.
canonical_smiles | BaF3 tox | RBBP9 inh | TRPML3 ag | TRPN1 ag | PPC-1+TRAIL kill | CHOP inh | Wee1 stabilizer | TNF death inh | Ba/F3 V617F tox
CC12CCC(C[N+](C)(C)C1)C2(C)C (stereo not given) | 8 | -2 | 1.0 | -0.9 | x | 16 | 5 | -0.7 | 0
Cc1cc(=O)[nH]c(SCC(=O)NCc2ccco2)n1 | -4 | -7 | 0.1 | 0.9 | -12 | 13 | -1 | -1.0 | 0
CCOC(=O)CN(C(=O)c1ccccc1)c1ccccc1C | 1 | -3 | 0.0 | 0.4 | 15 | 6 | 1 | -0.7 | -2
COc1ccc2c(c1)[nH]c1c(N3CCSCC3)ncnc12 | 4 | 1 | 2.6 | 3.9 | 13 | 32 | 1 | -10 | -2
CCOc1cccc(OCCCCn2cnc3ccccc3c2=O)c1 | 10 | -11 | 0.1 | -1.1 | 4 | 20 | 3 | 1.1 | 0
Cc1nnc(Sc2cc(C(=O)NC3CC3)c3ccccc3n2)s1 | 1 | -7 | 0.4 | 0.1 | 2 | 12 | 4 | 4.3 | -3
Clc1ccccc1Cc1noc(CN2CCCCC2c2ccccn2)n1 (stereo not given) | 4 | -9 | -0.4 | -1.5 | 6 | -7 | 5 | 1.0 | -3
CCCc1cc(=O)[nH]c(SCC(=O)N(CC)C2CCS(=O)(=O)C2)n1 (stereo not given) | 3 | -9 | 0.6 | -0.6 | -4 | -7 | 1 | 0.6 | -2
COc1c(C)cc(C(=O)C2CCCN(C(=O)/C=C/c3ccccn3)C2)cc1C (stereo not given) | 5 | -5 | 1.6 | 1.4 | 7 | -5 | 5 | -0.2 | 9
COc1ccc(C)cc1NC(=O)C(Sc1nnc(-c2cccs2)o1)c1ccccc1 (stereo not given) | -1 | -2 | 0.0 | -1.8 | 27 | 30 | 3 | 2.0 | -5
COc1ccc(S(=O)(=O)N(CCCN2CCOCC2)Cc2ccc(OC)c(OC)c2)cc1 | 0 | -2 | 2.7 | -0.2 | -7 | 3 | -2 | 2.4 | 2
CCCC1(c2ccccc2)NC(=O)N(CC(=O)Nc2sc(-c3ccccc3)cc2C(=O)OCC)C1=O (stereo not given) | 7 | -4 | 1.4 | 0.0 | 18 | 85* | 1 | -0.7 | 2

Next part.
canonical_smiles | BaF3 tox | RBBP9 inh | TRPML3 ag | TRPN1 ag | PPC-1+TRAIL kill | CHOP inh | Wee1 stabilizer | TNF death inh | Ba/F3 V617F tox
Cc1ccc(C(=O)COC(=O)CCC(=O)NC2CCCCC2)cc1C | 5 | -2 | 0.9 | -1.1 | 8 | 22 | 0 | 0.3 | 0
CC(=O)Nc1ccc(OC(=O)CC2SC(=O)NC2=O)cc1 (stereo not given) | 7 | -2 | 0.6 | 1.6 | 13 | 12 | 0 | -0.3 | 2
COCCNc1ccc(N2C(=O)C3CCCCC3C2=O)cc1[N+](=O)[O-] (stereo not given) | 4 | 4 | 0.2 | 0.1 | -18 | 7 | -2 | 0.1 | 1
CCOc1ccc(-n2c(=O)c3c4c(sc3n(CC(=O)NCc3ccco3)c2=O)CCC4)cc1 | -1 | 5 | 0.7 | 1.6 | 4 | 70* | -3 | 1.2 | -3
Cc1occc1-c1nnc(SCC(=O)N(C)C)o1 | 3 | -2 | 0.9 | 2.1 | 20 | 35 | 3 | 0.6 | 0
O=C(c1ccccc1Br)N1CCn2c1nc1ccccc12 | 1 | 1 | 0.1 | -1.9 | -6 | 22 | 2 | -0.4 | -3
Cc1cc(C)c(/C=N/n2c(C)cc(C)c(C#N)c2=O)c(C)c1 | 5 | -7 | 0.3 | -1.8 | 15 | 34 | -1 | -1.2 | 3
CN(Cc1ccccc1)C(=O)COC(=O)C1=NNC(=O)CC1 | 6 | -12 | 0.9 | 0.2 | 17 | -1 | -2 | 0.7 | 1
O=C(NCc1ccccn1)C12CC3CC(CC(C3)C1)C2 | 1 | -6 | -0.6 | -1.5 | 7 | -17 | -1 | 0.9 | -1
O=C(CSc1nnc(SCc2ccc(Cl)cc2)s1)N/N=C/c1ccc(C(=O)O)cc1 | 0 | -6 | -0.1 | 3.0 | 15 | 0 | -1 | 0.8 | -3
CC(Oc1ccccc1)C(=O)OCC(=O)N1CC(=O)Nc2ccccc21 (stereo not given) | 8 | 5 | 0.2 | -0.9 | 14 | -6 | -2 | 1.5 | -1
COc1ccc(CCNC(=O)CN(c2cccc([N+](=O)[O-])c2)S(C)(=O)=O)cc1 | 2 | -2 | 0.3 | -0.4 | -20 | -20 | 1 | 1.3 | -3
Cc1[nH]c(=O)[nH]c(=O)c1CSc1nnc([C@@H](NC(=O)OC(C)(C)C)C(C)C)o1 | -1 | 0 | 0.6 | 1.2 | 13 | -5 | 2 | -3.0 | -3
CCc1ccc2oc(=O)cc(CN3CCN(c4ccc(F)cc4)CC3)c2c1 | 8 | -8 | 0.8 | 1.9 | 9 | 44 | 11* | -0.7 | 0
O=S(=O)(c1ccccc1)N1CCN(c2nc3ccccc3s2)CC1 | -2 | 4 | 0.5 | 0.1 | 21 | 62 | 6 | -0.5 | -2
COc1ccc(Br)cc1CNC(=O)C1CCN(S(=O)(=O)N2CCC(C)CC2)CC1 | 7 | -6 | -0.5 | -0.4 | -8 | 55 | 2 | -0.6 | 1
O=C(Cc1ccccc1)NCCCN1CCN(CCCNC(=O)Cc2ccccc2)CC1 | 5 | -2 | 0.5 | 0.9 | 5 | 49 | -1 | -0.7 | 2
CCOC(=O)Cn1c(C)c(C#N)c2ccccc21 | 1 | -3 | -0.1 | -0.1 | 2 | 13 | -2 | -3.1 | 2
CCCOC(=O)CSc1nnc(-c2ccc(Cl)cc2Cl)o1 | 1 | -7 | 0.1 | 0.2 | -2 | 98* | 0 | 2.2 | 1
CN(C)S(=O)(=O)c1ccc(C(=O)Oc2coc(CSc3ncccn3)cc2=O)cc1 | 8 | -7 | 1.0 | 2.1 | -1 | 7 | 0 | -0.9 | 1
COc1cccc(-c2csc(NC(=O)C3CC3)n2)c1 | 2 | -3 | -0.8 | -1.8 | -2 | 51 | -2 | 3.4 | -2
CC(=O)Nc1ccc(NC(=O)c2ccccc2S(=O)(=O)c2ccccc2[N+](=O)[O-])cc1 | 9 | -3 | 0.1 | -0.3 | 13 | 18 | 0 | 0.6 | 5
